From PubChem BioAssay
AmpC inh no detg – qHTS Inhibitors of AmpC Beta-Lactamase (assay without detergent); P00811; AmpC nitrocefin hydrolysis, absorbance 480 nm, 0.0001% Triton; Potency, µM (top dose mostly 57.1 µM), for the others: at the top dose activity change, negative = inhibition, hits mostly inhibitors; AID 485341, 2010; 330,000 compounds, 0.52% hits;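 note: potency is the fitted concentration of half-maximal effect; plate controls were no compound for no effect and no enzyme for full effect; nearly all actives have a fitted effect of over 20% in size; some results filed as inactive show a strong effect at the top dose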
Target sequence (P00811 whole entry, looked up): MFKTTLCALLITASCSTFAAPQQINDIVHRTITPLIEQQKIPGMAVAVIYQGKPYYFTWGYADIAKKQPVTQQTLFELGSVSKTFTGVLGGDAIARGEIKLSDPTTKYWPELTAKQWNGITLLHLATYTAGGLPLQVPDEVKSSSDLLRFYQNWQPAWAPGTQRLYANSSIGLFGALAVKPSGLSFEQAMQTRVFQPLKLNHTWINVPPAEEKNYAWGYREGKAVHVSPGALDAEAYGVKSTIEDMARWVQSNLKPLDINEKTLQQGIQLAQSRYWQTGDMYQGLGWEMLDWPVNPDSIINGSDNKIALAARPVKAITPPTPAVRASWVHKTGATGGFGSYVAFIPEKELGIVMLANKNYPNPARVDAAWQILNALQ
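20 mM phosphate pH 7.0 + 0.01% (detergent screen) or 0.0001% Triton X-100; 5.3 nM AmpC reagent; cpd preinc 15 min RT; nitrocefin (800 uM stock) to start; A480 q20 s × 4 min; Activity was normalised to no-enzyme and no-compound control wells.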
Tb PYK inh – qHTS of Trypanosoma Brucei Inhibitors | pyruvate kinase (Trypanosoma brucei), Q57TT1 | TbPYK enzyme, Kinase-Glo Plus ATP luminescence, 45 min | Potency, µM (series often up to 76.8 µM), without a hit: top-dose activity, negative = inhibition, actives largely listed as inhibitors | 410,000 compounds, 0.12% hits; note: potency is the fitted concentration of half-maximal effect; % is set by controls: 0 for no effect and ±100 for the full control effect; nearly all actives have a fitted effect of over 50% in size
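Quantitative HTS: titrated library compounds versus trypanosomal pyruvate kinase in TEA buffer (pH 7.2) containing KCl, MgCl2, BSA and Tween-20. Reactions were initiated with ADP, 130 uM final. Kinase-Glo Plus luminescence was read after 45 min at RT.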
Pf growth 48h – Primary qHTS for delayed death inhibitors of the malarial parasite plastid, 48 hour incubation; P. falciparum luciferase growth in erythrocytes, 48 h; Potency, µM (series often up to 28.7 µM), without a hit: at the highest dose activity change, negative = inhibition, hits mostly inhibitors; AID 504832, 2011; 310,000 compounds, 5.9% hits; note: potency is the fitted concentration of half-maximal effect; % is set by controls: 0 for no effect and ±100 for the full control effect
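Growth was read as firefly luciferase luminescence after a 48 h, 37 C, 5% CO2 exposure of compounds to reporter-bearing P. falciparum cultures (0.1% parasitemia, 2% hematocrit final) in Albumax-supplemented RPMI 1640.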
CHX counter – Cycloheximide Counterscreen for Small Molecule Inhibitors of Shiga Toxin; 300,000 compounds, 12% hits; AID 2314, 2010; cell reporter, cycloheximide protein synthesis inhibition counterscreen; max response, %; in the data active = max response mostly above about 13%, no sharp cut-off; inactive = mostly below about 14%; note: read at 38.3 µM for the half of the compounds with a filed dose; 0% is about no effect
Pf growth 96h – Primary qHTS for delayed death inhibitors of the malarial parasite plastid, 96 hour incubation. P. falciparum luciferase reporter growth, 96 h. Potency, µM (titrated, usually from 28.7 µM), for inactives: at the highest dose activity change, negative = inhibition, actives largely listed as inhibitors. 320,000 compounds, 6.9% hits. AID 504834, 2011; note: potency is the fitted concentration of half-maximal effect; % is set by controls: 0 for no effect and ±100 for the full control effect
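Erythrocytes infected with luciferase-expressing P. falciparum were dispensed at 2% hematocrit and 0.05% parasitemia (final), then incubated with compounds 96 hours at 37 C in 5% CO2. Luminescence after detection reagent addition reported growth.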
Shiga toxin inh – A qHTS for Small Molecule Inhibitors of Shiga Toxin. Vero cells, Shiga toxin protein synthesis inhibition reporter. inhibition, % at 38.7 µM. 290,000 compounds, 9.2% hits. AID 2315, 2010; in the data active = inhibition mostly above about 28%, no sharp cut-off; inactive = mostly below about 43%; note: 0% is about no effect
LmPK inh – qHTS Assay for Inhibitors of Leishmania Mexicana Pyruvate Kinase (LmPK). Q27686. purified LmPK, Kinase-Glo ATP luminescence, 1 h. Potency, µM (series often up to 57.5 µM), for inactives: top-dose activity change, negative = inhibition, actives largely listed as inhibitors. 290,000 compounds, 0.37% hits; note: potency is the fitted concentration of half-maximal effect; % is set by controls: 0 for no effect and ±100 for the full control effect
Target sequence (Q27686 whole entry, looked up): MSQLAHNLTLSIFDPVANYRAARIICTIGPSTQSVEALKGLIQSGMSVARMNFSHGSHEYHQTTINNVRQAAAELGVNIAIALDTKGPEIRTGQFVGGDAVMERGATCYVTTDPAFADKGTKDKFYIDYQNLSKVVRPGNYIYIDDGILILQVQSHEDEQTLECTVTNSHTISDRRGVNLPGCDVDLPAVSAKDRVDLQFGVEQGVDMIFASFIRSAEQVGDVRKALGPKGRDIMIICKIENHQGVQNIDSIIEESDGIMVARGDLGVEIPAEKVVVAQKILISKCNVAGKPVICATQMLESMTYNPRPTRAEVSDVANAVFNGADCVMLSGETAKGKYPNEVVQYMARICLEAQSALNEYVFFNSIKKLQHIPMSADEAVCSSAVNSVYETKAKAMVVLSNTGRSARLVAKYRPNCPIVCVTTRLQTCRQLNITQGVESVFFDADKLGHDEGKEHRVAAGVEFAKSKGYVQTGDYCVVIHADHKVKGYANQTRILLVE
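Pyruvate kinase activity monitored as ATP production (luciferase luminescence). Conditions: 0.1 nM enzyme, 0.5 mM PEP, 0.1 mM ADP, 1 h, RT; normalized against uninhibited and no-enzyme wells.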
Numbers without * were called inactive; ? = inconclusive; . = not tested or not shown; + = active, no number; & = joins results of further samples; [ ] = dose if it differs, or a comment. Unless noted, calls come from the whole dose curve; as a rule, active = well fitted curve in the direction sought with a large enough effect; inconclusive = small, poorly fitted or top-dose-only effect, or another doubt; inactive = no such curve, though single readings can be large; an effect the other way counts as inactive or inconclusive.

SMILES	AmpC inh no detg	Tb PYK inh	Pf growth 48h	CHX counter	Pf growth 96h	Shiga toxin inh	LmPK inh
O=C(Nc1ccc(OC(F)(F)F)cc1)Oc1ccccc1N1CCCCC1	-43%	7%	-1%	-1	19%	11	8%
COc1cc2c(cc1OC)CN(C(=O)c1cc(Cl)nc(Cl)c1)CC2	5%	-1%	?	-3	?	3	0%
CN(CCc1ccccn1)C(=O)c1ccc(OC2CCN(Cc3ccccn3)CC2)cc1	46%	-11%	0%	0	15%	16	-8%
N#Cc1nc(Cc2ccccc2)oc1NCc1ccccc1	0%	-4%	-6%	28*	17%	+	5%
O=C(CCN1C(=O)c2ccccc2C1=O)NCCC1=CCCCC1	-20%	-21%	101%[activator]	36	?	59	7%
CCOC(=O)c1cnc(SCc2nc(N)nc(Nc3ccc(F)cc3)n2)nc1N	-21%	-7%	-9%	9.5*	?	43	6%
CCOC(=O)c1nn(-c2ccc(C)c(C)c2)c(=O)c2c(N)scc12	-43%	-13%	8%	-4	13µM*	-22	-1%
Cc1nnc(SC(C)C(=O)NC2CCCc3ccccc32)n1-c1ccccc1 (stereo not given)	37%	-1%	-12%	-4	?	-9	1%
COc1ccc(Br)c(-c2nc(CS(=O)(=O)c3ccc(F)cc3)no2)c1	-20%	-2%	29%	20*	32%[activator]	37*	-5%
CN1CCN(C(=O)/C(C#N)=C/c2ccc(OC(F)F)cc2)CC1	-33%	-3%	-4%	-4	5%	-6	1%

Brought forward from above: 2 entries, followed by the next part.
SMILES	AmpC inh no detg	Tb PYK inh	Pf growth 48h	CHX counter	Pf growth 96h	Shiga toxin inh	LmPK inh
COc1ccc(Br)c(-c2nc(CS(=O)(=O)c3ccc(F)cc3)no2)c1	-20%	-2%	29%	20*	32%[activator]	37*	-5%
CN1CCN(C(=O)/C(C#N)=C/c2ccc(OC(F)F)cc2)CC1	-33%	-3%	-4%	-4	5%	-6	1%
COc1cc(NC(C)=O)c2ncccc2c1NC(C)=O	-8%	-12%	-3%	-3	44%[activator]	29	-1%
Cc1ccc(Cn2ccc(NC(=O)c3noc4c3CCc3ccccc3-4)n2)cc1	-17%	-3%	.	2	.	-16	5%
Cc1csc(NC(=O)c2ccc(S(=O)(=O)N3CCCC3)cc2)n1	-13%	9%	55%[activator]	17*	-2%	39	1%
CCn1cc(S(=O)(=O)NCCc2ccc(F)cc2)cn1	-1%	1%	21%	11	6%	-14	-10%
COC(=O)c1sc(S(=O)(=O)N2CCN(c3ccc(OC)cc3)CC2)c(C(=O)OC)c1C	17%	-4%&-5%	.	14	?	5	12%
COc1cccc(-c2nnc(Nc3nc4c(F)cccc4s3)o2)c1	-30%	-1%	32%[activator]	38	?	82*	5%
CCS(=O)(=O)c1nc(S(=O)(=O)c2ccc(Cl)cc2)c(NCc2ccco2)s1	-46%	-2%	?	0	?	13	0%
COc1ccc(CNC(=O)C(c2ccco2)N(C(=O)Cc2cccs2)c2cccnc2)cc1 (stereo not given)	8%	-4%	18%	4	?	22	5%
COc1ccc(N2C(=O)c3ccc(C(=O)Nc4ccccc4OC)cc3C2=O)cc1	1%	-2%	3%	-2	-12%	-8	-5%
Cc1ccc(N=Nc2c(N)nn3c(C)cc(C)nc23)cc1	-1%	-3%	25%	21*	6%	15	0%
CCOc1ccccc1N(C)C(=O)c1nn(-c2ccc(OC)cc2OC)c(=O)c2ccccc12	125%[activator]	3%	?	4	5%	8	1%
CCOc1ccc(S(=O)(=O)NCCC(=O)N2CCCN(C)CC2)cc1	-1%	5%	10%	7	1%	-7	-2%
CCOc1cc(C2C(C(=O)c3ccco3)=C(O)C(=O)N2CCc2ccccc2)ccc1O (stereo not given)	-16%	-21%	2%	-4	-6%	-16	2%
COc1cc(C(CC(=O)N2CCCC2)c2c(OC)cc(OC)c3ccc(=O)oc23)cc(OC)c1OC (stereo not given)	127%[activator]	1%	13µM*	-6&-5	13µM*	-12&16	4%
CC(C)(C)NC(=O)C1Cc2ccccc2CN1C(=O)Nc1ccccc1Cl (stereo not given)	1%	0%	-27%	-2	-13%	-14	3%
CCOc1ccc2cc(C3CC(c4ccco4)=NN3S(=O)(=O)c3ccccc3)c(Cl)nc2c1 (stereo not given)	?	3%	15µM*	19*	13µM*	68*	0%
CC(C)C(=O)OCc1cn(-c2ccc(Cl)c(Cl)c2)nn1	0%	-8%	.	10	-2%	14	-4%
CN(C)C(=O)c1cc(C(=O)c2ccccc2C(F)(F)F)c[nH]1	-1%	-2%	67%[activator]	-2	?	-1	-4%
CCCCOc1ccc(CSc2n[nH]c(C)n2)cc1	-10%	-12%	?	33*	6%	93*	-2%
Cn1nnc(NC(=O)c2ccc(C(C)(C)C)cc2)n1	-1%	-4%	9.3µM*	46*	0%	45*	-9%

In the list so far, 2 contain an NH in an aromatic ring:
SMILES	AmpC inh no detg	Tb PYK inh	Pf growth 48h	CHX counter	Pf growth 96h	Shiga toxin inh	LmPK inh
CN(C)C(=O)c1cc(C(=O)c2ccccc2C(F)(F)F)c[nH]1	-1%	-2%	67%[activator]	-2	?	-1	-4%
CCCCOc1ccc(CSc2n[nH]c(C)n2)cc1	-10%	-12%	?	33*	6%	93*	-2%

Remaining list, next part.
SMILES	AmpC inh no detg	Tb PYK inh	Pf growth 48h	CHX counter	Pf growth 96h	Shiga toxin inh	LmPK inh
COc1ccc(C(=O)N/N=C/C(=O)c2ccccc2)cc1	-30%	5%	55%[activator]	43*	0%	49*	-14%
CC(C)CC1Nc2ccc(C(=O)NCc3ccc4c(c3)OCO4)cc2NC1=O (stereo not given)	-40%	1%	20%	1	20%	12	-5%
O=C(N=C1SC2CS(=O)(=O)CC2N1Cc1ccccc1Cl)C1CC1 (stereo not given)	-1%	0%	-5%	-2	12%	-11	-1%
Cc1ccc2cc(C=O)c(N(C)C)nc2c1	-5%	5%	18%	-1	?	-15	0%
NS(=O)(=O)c1ccc(NC(=O)CN2CCCC2)cc1	-13%	-1%	8%	-6	36%[activator]	-18	8%
CC(C)c1ccc(S(=O)(=O)NCc2ccc3c(c2)OCO3)cc1	-46%	1%	7%	-3	10µM*	-3	-1%
N#CCCC(CCC#N)(CCC#N)c1cc[n+](CCc2ccccn2)cc1	-11%	1%	5%	.	57%[activator]	.	.
O=C(CN1CCOCC1)c1cccc2ccccc12	-19%	1%	44%[activator]	-5	83%[activator]	-4	2%
O=C(Nc1ccc(Oc2ccccc2)cc1)C1CCN(c2c3c(nc4ncnn24)CCC3)CC1	-10%	0%	?	-4	27%	-11	2%
O=C(/C=C/c1ccccc1)N/C(=C/c1ccccc1)C(=O)Nc1cccc(C(=O)O)c1	-27%	2%	29%	-2	53%[activator]	16	-3%
CCC(C)NC(=O)COc1ccc(S(=O)(=O)N2CCOCC2)cc1 (stereo not given)	-5%	-10%	-9%	8	37%[activator]	2	1%
Cc1cccc(N2CCN(C(c3cccs3)c3nnnn3C(C)(C)C)CC2)c1C (stereo not given)	-11%	1%	?	-1	.	6	2%
O=C(CCc1ccc(O)cc1)c1c(O)cc(O)cc1O	-41%	-7%	?	20*	?	15	12%
c1ccc(CNc2c3ccccc3nc3ccccc23)cc1	-41%	6%	2.9µM*	-7	?	-6	1%
OCC(O)[C@H]1O[C@@H]2O[C@H](C(Cl)(Cl)Cl)O[C@@H]2[C@H]1O (stereo not given in full)	.	-2%	0%	0	-1%	-14	.
O=C1CCN(c2ccc([N+](=O)[O-])cc2F)CC1	-7%	-4%	276%[activator]	3	57%	22	-2%
COc1ccc(C2c3ccc(O)cc3Oc3ncn4nc(-c5ccccn5)nc4c32)cc1 (stereo not given)	-17%	2%	?	4	?	15	2%
COc1ccc2c(c1)c(=O)oc1c(C)c(OCc3ccc(C(=O)O)cc3)ccc12	-20%	2%	22%	-3	16%	21	3%
CCC1CCC(C(=O)NC(C(=O)NCCCN2CCCCC2C)C(C)C)CC1 (stereo not given)	-12%	2%	1%	-8	-27%	12	1%
CC(=O)Nc1ccc(Cc2nc3c([nH]2)c(=O)n(C)c(=O)n3C)cc1	-1%	.	27%	-5	2%	-5	-6%
COc1ccccc1-c1nnc(SCC(=O)c2c(N)n(C3CC3)c(=O)[nH]c2=O)o1	-9%	-1%	?	.	?	.	.
CC(=O)C1=C(c2ccccc2)OC(N)=C(C#N)C1c1ccc(O)cc1 (stereo not given)	-46%	-4%	1%	1	-8%	-4	-1%
COc1ccc(-c2cc(C(=O)NCc3cccnc3)no2)cc1OC	-2%	0%	6%	-12	9.3µM*	16	-5%
Cc1cccc(C(=O)N2CCN(S(=O)(=O)N3CCCCC3)CC2)c1	1%	7%	23%	-2	30%[activator]	13	4%
CC(C)C(=O)Nc1ccc([N+](=O)[O-])c(C(F)(F)F)c1	-10%	5%&-6%	13%&-11%	-2	33%&-27%[activator]	-12	1%
CCCCNC(=O)c1ccccc1NC(=O)c1ccccc1N(C)S(C)(=O)=O	-17%	-18%	?	7	.	7	-2%
N#CCCN1CCN(S(=O)(=O)c2ccc3c(c2)CCC3)CC1	-10%	2%	?	.	21%	.	.
Nc1nonc1-n1nnc(C(=O)N/N=C/c2ccco2)c1CSc1ccccc1	-23%	27%	23%	-3	62%[activator]	15	0%
O=C(NCc1ccc2c(c1)OCO2)c1ccc(Br)s1	-35%	-2%	83%[activator]	12*	41%[activator]	16	-2%
COc1ccc(C2C(C(=O)N3CCN(c4ccccn4)CC3)CCC(=O)N2c2ccc(OC)cc2)cc1 (stereo not given)	180%[activator]	-3%	-5%	1	9%	7	-3%
O=C(c1ccc(Br)cc1)N(C1=NCCCCS1)c1ccccc1	-11%	6%	-15%	0	-10%	-3	2%
CCN(CC(=O)NCc1ccc(Cl)cc1)C(=O)CSc1ccc(F)cc1	-7%	1%	1%	.	-2%	.	.
Cc1nn(-c2ccccc2)c(C)c1/C=N/NC(=O)CSc1nnc(-c2ccccc2)n1-c1ccc(Cl)cc1	-24%	3%	36%[activator]	3	10%	-16	-5%
O=C(Nc1nnc(S(=O)(=O)N2CCCCC2)s1)c1ccc(Cl)cc1	-22%	-2%&-3%	56%[activator]	-4	35%[activator]	-2	-2%
CCn1c(SCCOc2ccc(Cl)cc2)nnc1-c1cccs1	12%	-5%	?	-5	9.3µM*	-15	4%
Cc1ccc(C(C(=O)NCc2ccco2)N(CCc2ccccc2)C(=O)Cn2nnc3ccccc32)o1 (stereo not given)	15%	-4%	13µM*	9	.	40	0%
Cc1cc(C)c(OCC(=O)NCC2CCCO2)c(C)c1 (stereo not given)	-14%	-2%	-20%	9	?	2	8%
CCC(=NCCCN(C)C)c1c(O)n(-c2ccc(OC)cc2)c(=O)[nH]c1=O	-12%	2%	-12%	8	13%	-12	1%
